# Screens: PubChem, National Center for Advancing Translational Sciences (NCATS)
# CCT modulator = High-Throughput Screening for Modulators of Cytosolic Chaperonin Activity; purified chaperonin ATPase assay, HTRF ADP detection, 30 min; activity change, % (concentration not given with the values), hits read low; hit rate 0.3% among 360,000; AID 651819, 2012; in the data active = activity change below about -30%; also: % is scaled to controls: 0 for no effect and ±100 for the full control effect
#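 TRiC at 40 or 20 nM final (batch-dependent) in 30 mM Tris pH 7.4, 100 mM KCl, 5 mM MgCl2, 1 mM DTT, with compound at single 76 uM and 10 uM ATP, 30 min at 37 deg C. ADP detected by HTRF Transcreener, 665/615 ratio.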
# EPAC1 antagonist = qHTS for Antagonist of cAMP-regulated guanine nucleotide exchange factor 3 (EPAC1): primary screen. Rap guanine nucleotide exchange factor 3 (Homo sapiens), O95398. EPAC1 GEF assay, Rap1b-BODIPY-GDP exchange fluorescence. Potency, µM (titrated, usually from 115 µM), inactives show at the highest dose activity change, negative = inhibition, usual class: inhibitors. hit rate 0.14% among 360,000. AID 720709, 2013;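 also: potency is read from the fitted curve at half-maximal effect; plate controls were vehicle for no effect and positive control for full effect; nearly all actives have a fitted effect of over 50% in size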
# Target sequence (O95398 whole entry, looked up): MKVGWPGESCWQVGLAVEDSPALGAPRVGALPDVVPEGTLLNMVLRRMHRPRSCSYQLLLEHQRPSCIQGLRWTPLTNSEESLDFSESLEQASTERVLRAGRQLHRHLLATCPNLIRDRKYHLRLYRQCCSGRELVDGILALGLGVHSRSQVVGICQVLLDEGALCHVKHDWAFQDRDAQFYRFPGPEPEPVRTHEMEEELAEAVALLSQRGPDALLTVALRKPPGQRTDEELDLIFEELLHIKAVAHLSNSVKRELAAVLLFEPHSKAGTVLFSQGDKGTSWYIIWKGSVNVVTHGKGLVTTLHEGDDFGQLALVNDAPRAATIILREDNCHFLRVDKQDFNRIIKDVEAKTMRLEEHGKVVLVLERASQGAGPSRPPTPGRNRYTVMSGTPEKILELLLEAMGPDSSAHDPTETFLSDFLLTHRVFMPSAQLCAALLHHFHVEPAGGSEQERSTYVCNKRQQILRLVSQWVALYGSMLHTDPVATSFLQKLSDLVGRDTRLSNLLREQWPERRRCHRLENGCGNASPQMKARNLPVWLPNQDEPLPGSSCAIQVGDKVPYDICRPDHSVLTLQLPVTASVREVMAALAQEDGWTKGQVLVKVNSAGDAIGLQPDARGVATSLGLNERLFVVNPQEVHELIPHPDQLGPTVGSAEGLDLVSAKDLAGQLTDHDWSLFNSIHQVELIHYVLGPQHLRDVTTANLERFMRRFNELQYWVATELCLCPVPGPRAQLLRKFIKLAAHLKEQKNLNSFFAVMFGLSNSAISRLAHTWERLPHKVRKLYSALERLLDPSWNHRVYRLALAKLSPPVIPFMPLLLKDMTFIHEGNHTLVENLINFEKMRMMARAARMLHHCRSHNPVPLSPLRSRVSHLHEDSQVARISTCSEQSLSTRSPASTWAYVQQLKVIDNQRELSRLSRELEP
# EPAC1 agonist = qHTS for Agonist of cAMP-regulated guanine nucleotide exchange factor 3 (EPAC1): primary screen; Rap guanine nucleotide exchange factor 3 (Homo sapiens), O95398; EPAC1 agonist qHTS, biochemical assay; response scale: 100% = response to 6.5 mM cAMP; Potency, µM (titrated, usually from 154 µM), without a hit: at the highest dose activation, actives largely listed as activators; hit rate 0.073% among 360,000; also: potency is read from the fitted curve at half-maximal effect; nearly all actives have a fitted effect of over 60% in size
#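 Multi-concentration qHTS readout: loss of Rap1B-bound BODIPY-GDP fluorescence driven by 100 nM EPAC1 with excess GDP (50 uM), monitored kinetically at room temperature; agonist response expressed relative to 6.5 mM cAMP.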
# PLK1 PBD block = qHTS for Inhibitors of PLK1-PDB (polo-like kinase 1 - polo-box domain): Primary Screen | hit rate 2.8% among 360,000 | Plk1 PBD binding of FITC phosphopeptide, fluorescence polarization | AID 720504, 2013 | Serine/threonine-protein kinase PLK1 (Homo sapiens), P53350 | Potency, µM, without a hit: max response, negative = inhibition, most hits filed as inhibitors; also: potency is read from the fitted curve at half-maximal effect; series mostly up to about 57 µM; % is scaled to controls: 0 for no effect and ±100 for the full control effect; nearly all actives have a fitted effect of over 65% in size
# PI5P4Ka inh = qHTS for Inhibitors of phosphatidylinositol 5-phosphate 4-kinase (PI5P4K) | Phosphatidylinositol 5-phosphate 4-kinase type-2 alpha (Homo sapiens), P48426 | PI5P4Kalpha enzyme, ADP-Glo luminescence, 60 min; stronger effect = lower value | max response, % | hit rate 1.2% among 330,000; active = max response of -50% or lower; inconclusive = between -30% and -50%; inactive = -30% or higher; also: value at the top dose of about 77 µM; % is scaled to controls: 0 for no effect and ±100 for the full control effect
#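 qHTS, 1536-well: enzyme/substrate mix, compound by pin tool, 5 microM ATP final; RT 60 min; ADP-Glo reagents 1 (45 min) then 2 (30 min); luminescence.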
# EPAC2 ag = qHTS for Agonist of cAMP-regulated guanine nucleotide exchange factor 4 (EPAC2): primary screen. EPAC2 activation, biochemical qHTS; response scale: 100% = 6.5 mM cAMP response. Potency, µM (titrated, usually from 154 µM), for the others: at the top dose activation, most hits filed as activators. hit rate 0.079% among 360,000. Rap guanine nucleotide exchange factor 4 (Homo sapiens), Q8WZA2; also: potency is read from the fitted curve at half-maximal effect; nearly all actives have a fitted effect of over 50% in size
#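 Each well held 100 nM EPAC2, 250 nM RAP1B-BODIPY-GDP and 50 uM GDP. Fluorescence, read at 5-min intervals to 30 min, was referenced to a 6.5 mM cAMP positive control.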
# IL2 activator = qHTS of IL-2 Activators | IL-2 activation reporter assay, cell-based qHTS; stimulated with anti-CD3/CD4/CD28 beads; in transgenic mouse T cells | activation, % (series mostly up to about 46 µM) | hit rate 0.065% among 360,000 | AID 652025, 2013; in the data active = activation above about 50%; inconclusive = mostly about 30% to 49%; also: 0% is about no effect
#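 Unstimulated transgenic mouse T cells preincubated 60 min with compound, then stimulated with anti-CD3/anti-CD4-coated beads plus anti-CD28 for 18 h at 37 degrees C. IL-2 response read as EGFP and DsRed fluorescence by plate cytometry.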
# WRN helicase inh = qHTS for Inhibitors of WRN Helicase; Bifunctional 3'-5' exonuclease/ATP-dependent helicase WRN (Homo sapiens), Q14191; WRN helicase unwinding, fluorescent forked duplex, kinetic; Potency, µM (highest dose often 114 µM), for the others: at the top dose activity change, negative = inhibition, actives largely listed as inhibitors; hit rate 0.46% among 360,000; also: potency is read from the fitted curve at half-maximal effect; % is scaled to controls: 0 for no effect and ±100 for the full control effect; nearly all actives have a fitted effect of over 55% in size
#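 WRN at 20 nM final was preincubated with compound for 15 min at room temperature; reaction started with 100 nM forked duplex oligonucleotide carrying fluorophore and quencher plus 2 mM ATP (final). Unwinding followed kinetically by red fluorescence (ex 525/em 598 nm).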
# * = called active by the depositor; ? = inconclusive; nt = not tested or not shown; [ ] = dose if it differs, or a comment. Unless noted, calls follow the shape of the dose curve; as a rule, active = well fitted curve in the direction sought with a large enough effect; inconclusive = small, poorly fitted or top-dose-only effect, or another doubt; inactive = no such curve, though single readings can be large; an effect the other way counts as inactive or inconclusive. The list is partial, so the mix of outcomes need not match the whole.
SMILES,CCT modulator,EPAC1 antagonist,EPAC1 agonist,PLK1 PBD block,PI5P4Ka inh,EPAC2 ag,IL2 activator,WRN helicase inh
C=CCN1C2=NCCCN2c2ccccc21,-1.2,-1%,5%,1%,4,8%,-4.9,1%
CC(C)CNC(=O)NC(=O)COC(=O)COc1ccc(Cl)cc1Cl,-0.9,?,-7%,-4%,14,-1%,1.6,-4%
Cc1cc(NC(=O)CSc2nnc(-c3ccco3)o2)no1,0.0,-8%,12%,2%,5,8%,-0.5,-1%
CCOc1cc(C(=O)Nc2ccc(S(=O)(=O)Nc3cc(C)on3)cc2)cc(OCC)c1OCC,-6.3,-4%,6%,3%,nt,1%,-2.1,-14%
COc1ccc(C(=O)Nc2c(-c3cccs3)c(=O)c3ccccc3n2C)cc1,-1.1,-2%,10%,-12%,-10,11%,-0.1,-8%
Cn1c(=O)[nH]c(=O)c2c1nc(NN)n2CCOc1ccccc1,0.7,-9%,-13%,-3%,?,-13%,-2.8,-20%
CCCCn1nc(NC(=O)CC(C)C)c2cc3cc(OC)ccc3nc21,-0.2,-6%,-7%,-9%,4,2%,-4.9,-1%
CCN1CCN(C(=O)/C=C/c2ccc(F)cc2)CC1,-0.2,-2%,4%,1%,-6,7%,-4.4,2%
CC12CN3CC(C)(CN(C1)C3c1ccccc1)C2O (configuration not stated),0.2,-8%,8%,-3%,0,-1%,-0.8,-4%
COc1ccccc1N1C(=O)c2ccccc2NC1c1ccc(O)cc1 (configuration not stated),0.3,-10%,-3%,-9%,1,4%,1.3,-7%[57.1 µM]
Cc1cc(SCc2cccc([N+](=O)[O-])c2)nc(=O)[nH]1,-1.1,2%,13%,-18%,?,14%,0.0,-11%
Cc1ccc(NC(=O)COC(=O)C2=COCCO2)c([N+](=O)[O-])c1,-1.4,-32%,9%,-17%,0,12%,2.8,-2%
COc1ccc(-c2cc(C(=O)N3CCN(c4ccccc4)CC3)no2)cc1,-0.7,-15%,15%,-17%,-6,19%,-2.7,-6%
N#CCn1nnc(-c2ccc3c(c2)OCO3)n1,0.7,7%,6%,2%,nt,2%,0.8,-23%
CCN(C[C@H]1N[C@@](C)(C(=O)OC)[C@H]2C(=O)N(C)C(=O)[C@@H]12)C(=O)c1ccccc1,-0.9,2%,-7%,-3%,1,-2%,0.0,8%
O=C(Nc1cccc(F)c1)c1ccc(-c2ccccc2Cl)o1,-1.0,-4%,-3%,0%,1,13%,1.2,1%
COc1ccccc1NC(=O)C(NC(=O)OC(C)(C)C)C(C)OCc1ccccc1 (configuration not stated),0.7,-17%,19%,-1%,nt,14%,0.5,-12%
CN1C(=O)C(=O)N(CC(=O)N2CCc3ccccc32)C1=O,-1.0,-3%,4%,-8%,5,0%,-0.1,-30%[57.1 µM]
O=C(c1ccc(Cl)c(S(=O)(=O)Nc2ccc(F)cc2)c1)N1CCN(c2ccccn2)CC1,-0.8,2%,3%,-6%,nt,6%,-2.8,-8%
O=C(CSc1nnc(-c2ccc(S(=O)(=O)N3CCCC3)cc2)o1)NCc1ccco1,-1.6,23%,-3%,-11%,nt,-4%,-1.2,-26%
Cc1ccc(NC(=O)CNC(=O)c2ccc(C(C)(C)C)cc2)cc1S(=O)(=O)N1CCOCC1,-1.0,-9%,13%,-10%,3,14%,-0.6,-7%[11.6 µM]
CC(C)NCC(O)(c1ccc(Cl)cc1)c1ccc(Cl)cc1,0.3,-3%,5%,-3%,12,4%,-2.3,3%
COc1cc(C(=O)NCC(c2ccc(F)cc2)N2CCOCC2)ccc1OCc1ccccc1Cl (configuration not stated),-1.2,-12%,19%,3%,15,2%,-6.1,-11%
O=C1N(Cc2ccc(F)cc2)CCN1c1ccc(F)cc1,-6.8,6%,2%,-12%,1,-7%,-1.9,2%
Cc1ccc2c(=O)n3c(nc2c1)C(C)NC(=O)c1cccnc1-3 (configuration not stated),-2.1,-21%,-1%,-6%,2,5%,-1.3,2%
CCN(CC(=O)Nc1c(F)cccc1F)C(=O)CSc1ccccc1,-0.1,-12%,0%,-14%,1,7%,4.0,6%
C/C(=N\OCC(=O)Nc1ccccc1C(=O)O)c1cccs1,-1.9,11%,6%,-2%,-4,9%,0.2,1%
CC1(C)CC(NC(=O)c2sc3cc(Cl)ccc3c2Cl)CC(C)(C)N1,-3.1,6%,1%,-19%,1,0%,0.6,4%
Cc1ccc(CN(Cc2ccccn2)C(=O)Nc2ccc(C)c(C)c2)cc1,-0.3,-15%,11%,-1%,8,2%,-2.7,-8%
O=C(NNc1c(F)c(F)cc(F)c1F)c1cc2ccccc2oc1=O,-1.0,12%,2%,-4%,2,-3%,-1.6,-19%
COc1ccc(N(CC(=O)NC2CCCC2)C(=O)Cn2nnc(-c3ccc(F)cc3)n2)cc1OC,2.7,0%,-4%,-3%,nt,7%,-0.1,-4%
COc1ccc2c(c1OC)C(=O)OC2Nc1nc2ccccc2s1 (configuration not stated),-0.2,-12%,3%,-3%,0,1%,-0.3,-13%
CCOC(=O)c1cc(C(=O)c2cccs2)n2ccc(C(C)=O)cc12,-1.7,12%,3%,-11%,4,0%[15.6 µM],-0.4,-4%
COP(=O)(OC)c1nc(-c2cccc3ccccc23)oc1NCc1ccccc1,-5.7,-18%,13%,-6%,5,20%,-0.2,-3%
COc1ccc(-n2nc(C(=O)NCCCN3CCCC3=O)c3c4ccccc4n(C)c3c2=O)cc1Cl,-2.8,-9%,-2%,-5%,7,8%,0.4,-5%
Cc1ccccc1CSCC(=O)NCCSc1ccccn1,0.5,8%,2%,?,2,0%,0.3,-4%
CCOc1c(Nc2ccc(C(C)C)cc2)c(=O)c1=O,-0.8,-2%,0%,1%,-5,-3%,-0.2,3%
CN(C)/C=N/c1sccc1C(N)=O,-3.1,-3%,8%,-3%,-1,1%,-0.7,3%
O=C(CSCc1ccco1)Nc1cc(C(F)(F)F)ccc1N1CCOCC1,-1.8,-6%,9%,-23%,nt,10%,-1.8,-10%
COc1cc(C2C(C#N)=C(N)OC3=C2C(=O)CCC3)ccc1OC(=O)N1CCOCC1 (configuration not stated),2.3,2%,0%,-2%,nt,7%,-0.9,-4%

# Record cards, as listed above. Order of screens: CCT modulator | EPAC1 antagonist | EPAC1 agonist | PLK1 PBD block | PI5P4Ka inh | EPAC2 ag | IL2 activator | WRN helicase inh
# CC1(C)CC(NC(=O)c2sc3cc(Cl)ccc3c2Cl)CC(C)(C)N1 is listed with -3.1 | 6% | 1% | -19% | 1 | 0% | 0.6 | 4%
# CCOC(=O)c1cc(C(=O)c2cccs2)n2ccc(C(C)=O)cc12 is listed with -1.7 | 12% | 3% | -11% | 4 | 0%[15.6 µM] | -0.4 | -4%
# CC(C)NCC(O)(c1ccc(Cl)cc1)c1ccc(Cl)cc1 is listed with 0.3 | -3% | 5% | -3% | 12 | 4% | -2.3 | 3%

# New compounds follow:
SMILES,CCT modulator,EPAC1 antagonist,EPAC1 agonist,PLK1 PBD block,PI5P4Ka inh,EPAC2 ag,IL2 activator,WRN helicase inh
COc1ccccc1C(=O)Nc1nnc(C)s1,0.8,-4%,0%,-3%,nt,5%,2.3,-8%
CCN(CC)c1ccc(/C=C(\C#N)c2ccccn2)cc1,0.6,-24%,?,-7%,-6,10%,-4.0,?
CCOC(=O)COc1ccc2c(c1)C(=O)CC1(CCCCC1)O2,-4.4,1%,15%,-4%,nt,12%,-0.4,-9%
CON(c1nc(N(C)C)nc(N(C)C)n1)S(=O)(=O)c1ccccc1Cl,-3.6,-17%,12%,-8%,nt,18%,-2.6,-14%
O=C(NC1CCCCCCC1)C1CCN(S(=O)(=O)N2CCC3(CC2)OCCO3)CC1,-0.2,5%,5%,2%,nt,-6%,-2.1,-7%
COc1ccc2cc(C(=O)C3CCCN(C(=O)CCc4cnn(C)c4)C3)ccc2c1 (configuration not stated),-2.9,-24%,10%,-5%,2,3%,-0.4,-4%
O=C(COC(=O)C12CC3CC(CC(C3)C1)C2)NCc1ccccc1,-2.4,-23%,-6%,-16%,-5,6%,-0.3,2%
O=[N+]([O-])c1cccc(NC(=S)N2CCc3ccccc32)c1,-0.9,-5%,12%,-1%,11,22%,1.0,-8%
CCOC(=O)c1c(C)[nH]c(C(=O)NNC(=O)c2ccc(C(C)(C)C)cc2)c1C,-0.2,5%,-18%,-4%,7,-17%,1.8,4%
O=C(NCc1ccccc1)c1cc(C2COCCN2C(=O)c2ccc3c(c2)CCO3)on1 (configuration not stated),1.7,-13%,7%,-9%,9,7%,-0.3,4%
O=C(CNC(=O)C1CCCCC1)NC1CCCCC1,-1.3,-4%,-4%,-3%,-6,-3%,1.6,-13%

# Looked up by compound from the entries so far:
SMILES,CCT modulator,EPAC1 antagonist,EPAC1 agonist,PLK1 PBD block,PI5P4Ka inh,EPAC2 ag,IL2 activator,WRN helicase inh
CCN(CC)c1ccc(/C=C(\C#N)c2ccccn2)cc1,0.6,-24%,?,-7%,-6,10%,-4.0,?
CON(c1nc(N(C)C)nc(N(C)C)n1)S(=O)(=O)c1ccccc1Cl,-3.6,-17%,12%,-8%,nt,18%,-2.6,-14%
O=C(NCc1ccccc1)c1cc(C2COCCN2C(=O)c2ccc3c(c2)CCO3)on1 (configuration not stated),1.7,-13%,7%,-9%,9,7%,-0.3,4%
CCOC(=O)COc1ccc2c(c1)C(=O)CC1(CCCCC1)O2,-4.4,1%,15%,-4%,nt,12%,-0.4,-9%
COc1ccc2cc(C(=O)C3CCCN(C(=O)CCc4cnn(C)c4)C3)ccc2c1 (configuration not stated),-2.9,-24%,10%,-5%,2,3%,-0.4,-4%
O=[N+]([O-])c1cccc(NC(=S)N2CCc3ccccc32)c1,-0.9,-5%,12%,-1%,11,22%,1.0,-8%
O=C(CNC(=O)C1CCCCC1)NC1CCCCC1,-1.3,-4%,-4%,-3%,-6,-3%,1.6,-13%
